# SIRT5 block – SIRT5 desuccinylase inhibitors, primary screen, biochemical, fluorescence imaging, single point, set 5; Purified SirT5, succinyl-peptide AMC, trypsin-coupled fluorescence; inhibition, % at 15 µM; 330,000 tested, 1.1% active; in the data active = inhibition above about 15%
# S100A4 MyoIIA – inhibitors of S100A4-myosin IIA peptide binding, primary screen, biochemical, fluorescence polarization, TAMRA-MyoIIA peptide. inhibition, % at 10.7 µM. Protein S100-A4 (Homo sapiens), P26447. AID 652163, 2013. 360,000 tested, 0.14% active;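 active = mean inhibition of at least 70% across replicates, with every replicate also reaching that level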
# Target sequence (P26447 whole entry, looked up): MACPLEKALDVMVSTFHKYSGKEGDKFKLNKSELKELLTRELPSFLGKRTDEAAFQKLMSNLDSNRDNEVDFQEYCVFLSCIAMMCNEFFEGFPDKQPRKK
#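 Test system: S100A4 monomer protein; Medium: HEPES pH 7.2 with CaCl2, KCl, NaCl, DTT, Triton; Probe or stimulus: TAMRA-labelled myosin IIA heavy-chain peptide probe, 5 nM; Doses: one dose per compound; Times: polarization read 5 min after assay mix addition, stable 5–60 min; Benchmarks: neutral control DMSO, positive control TFP.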
# PGC1a acetyl inh – inhibitors of PGC1a acetylation signal, primary screen, cell-based, U2OS, AlphaScreen, inhibitor mode | AlphaScreen anti-acetyl-lysine; with virally co-expressed GCN5 acetyltransferase | inhibition, % at 15.6 µM | 350,000 tested, 0.17% active | AID 651687, 2012;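 active = every replicate shows inhibition of at least 40%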;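 also: 0% = neutral control wells and 100% = positive control wells; some results beyond the cut were filed as inactive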
# LGR2 inh – inhibitors of bursicon-induced LGR2 CRE-luciferase signal, primary screen, cell-based, HEK293, CRE-luciferase reporter, bursicon stimulation. Drosophila bursicon receptor LGR2 (rickets). bursicon-stimulated, 4 h. inhibition, % at 9.99 µM. 380,000 tested, 0.35% active. AID 720647, 2013;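 active = drop in luminescence signal, shown as inhibition above about 50% in the replicate tests, limit read from the data, passing the limit was not always enough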;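 also: agonist challenge used bursicon conditioned medium at about half maximal strength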
# ERAP1 HTS inh – human ERAP1 aminopeptidase inhibitors, primary screen, biochemical, single point, plate reader | Endoplasmic reticulum aminopeptidase 1 (Homo sapiens), Q9NZ08 | recombinant ERAP1, Leu-AMC fluorescence, 60 min | inhibition, % at 10.7 µM | 340,000 tested, 0.15% active | AID 652197, 2013;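 active = mean replicate inhibition of at least 30%, or all replicates individually reaching that 30% level; inactive = mean below 30% and not every replicate reaching it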;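 also: 0% = neutral control wells and 100% = L-leucinethiol positive control wells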
# Target sequence (Q9NZ08 whole entry, looked up): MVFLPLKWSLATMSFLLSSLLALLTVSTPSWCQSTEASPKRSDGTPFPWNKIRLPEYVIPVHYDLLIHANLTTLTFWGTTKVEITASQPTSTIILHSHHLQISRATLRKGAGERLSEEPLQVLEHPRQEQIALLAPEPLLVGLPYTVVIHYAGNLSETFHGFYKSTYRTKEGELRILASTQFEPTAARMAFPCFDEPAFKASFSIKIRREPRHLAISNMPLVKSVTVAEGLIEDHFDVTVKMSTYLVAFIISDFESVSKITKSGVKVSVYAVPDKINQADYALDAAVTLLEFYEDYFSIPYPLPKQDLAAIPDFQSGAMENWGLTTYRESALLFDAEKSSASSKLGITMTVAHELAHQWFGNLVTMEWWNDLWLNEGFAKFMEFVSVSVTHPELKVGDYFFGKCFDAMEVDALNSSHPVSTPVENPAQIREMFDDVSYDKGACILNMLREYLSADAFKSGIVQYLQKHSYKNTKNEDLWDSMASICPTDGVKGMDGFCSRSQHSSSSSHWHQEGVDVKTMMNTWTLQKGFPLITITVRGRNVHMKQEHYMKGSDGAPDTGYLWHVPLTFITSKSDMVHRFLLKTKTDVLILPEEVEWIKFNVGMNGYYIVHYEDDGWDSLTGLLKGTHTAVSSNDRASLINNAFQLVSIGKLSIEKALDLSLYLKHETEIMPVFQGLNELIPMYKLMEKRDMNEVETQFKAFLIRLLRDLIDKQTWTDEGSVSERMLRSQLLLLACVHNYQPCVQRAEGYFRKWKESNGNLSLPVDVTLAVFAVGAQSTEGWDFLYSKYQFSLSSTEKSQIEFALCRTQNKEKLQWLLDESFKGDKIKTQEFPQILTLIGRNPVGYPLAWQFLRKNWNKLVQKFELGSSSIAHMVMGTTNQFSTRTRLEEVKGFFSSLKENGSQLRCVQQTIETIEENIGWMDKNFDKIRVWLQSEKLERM
# XiGFP reactiv – activators of inactive X chromosome reactivation, primary screen, imaging, XiGFP fibroblasts, GFP high-content imaging, set 2; XiGFP mouse fibroblasts, % GFP-positive cells imaging, 3 d; cells co-treated with 5-aza-dC sensitizer; scaled so ellipticine positive control = 100%; activation, % at 7.58 µM; 360,000 tested, 0.055% active; AID 743238, 2013;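 active = mean normalized replicate activation at least 10% and every replicate at or above 10%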;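 also: 0% = median of on-plate neutral control wells and 100% = ellipticine 6 µM median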
#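 Material: XiGFP fibroblasts, SV40-immortalized; Buffer or medium: DMEM containing 5-aza-dC; Compound dosing: single point; Times: 3 days compound exposure.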
# Cneo AK release – Cryptococcus neoformans cell lysis inducers, primary screen, AK release luminescence, single concentration | AID 651654, 2012 | C. neoformans lysis, adenylate kinase release luminescence, 4 h; normalised: neutral wells 0, clomiphene wells 100 | 360,000 tested, 0.2% active | lysis activity, % at 15 µM;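 active = mean lysis activity across replicates of at least 80%, whatever share of replicates individually reach that level; inactive = mean lysis activity below 80%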
#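 Assay system: C. neoformans cells. Amount: yeast cell density of 5 × 10^6 cells/mL. Technique: AK luminescence. Buffer or medium: YPD. Times: static 4 h at 37 °C with compound, 1 h detection. Dosing: single-point compound dose. Read-out: lysis from increased AK signal.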
# Statin myotox sup – suppressors of statin myotoxicity in C2C12 myotubes, primary screen, cell-based, single point, plate reader. C2C12 myotubes + simvastatin, ATP luminescence, 48 h; scaled: DMSO 0, geranylgeraniol control 100. rescue of ATP level, % at 7.49 µM. 330,000 tested, 0.78% active. AID 602340, 2012;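 active = mean ATP rescue above about 67%, or every replicate alone reaching that limit, limit read from the data, passing the limit was not always enough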;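 also: myotubes were challenged with 10 µM simvastatin during compound exposure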
# * = called active by the depositor; / = not tested or not shown. Only part of the results is shown; rates above refer to the full screens.
# Values run as follows: SIRT5 block	S100A4 MyoIIA	PGC1a acetyl inh	LGR2 inh	ERAP1 HTS inh	XiGFP reactiv	Cneo AK release	Statin myotox sup
CCCN(C)C[C@@H]1Oc2cc(C#Cc3ccccc3F)ccc2S(=O)(=O)N([C@@H](C)CO)C[C@H]1C
 : -3	-2	-2	-5	4	0.0	-3	/
O=C(Nc1ccccc1N1CCN(C(=O)c2ccccc2)CC1)c1ccc(Cl)cc1
 : -1	-4	0	-3	0	0.1	1	4
Cc1nc2ccc(C(=O)Nc3cccc([N+](=O)[O-])c3)cc2s1
 : -3	-5	-3	-24	6	0.0	-2	-3
C[C@@H](NC(=O)[C@H]1[C@H](CO)[C@H]2Cn3c(cccc3=O)[C@@H]1N2CCC(F)(F)F)c1ccccc1
 : /	/	/	-9	/	0.2	-2	4
C[C@H]1CCCCO[C@H](CN(C)S(=O)(=O)c2ccc(F)cc2)[C@@H](C)CN([C@@H](C)CO)C(=O)c2cc(N(C)C)ccc2O1
 : 0	-5	8	-9	4	0.0	-3	4
CCOc1ccc(N2C(=O)C(Cl)=C(N3CCOCC3)C2=O)cc1
 : 7	-2	15	-5	0	0.0	1	9
Cc1ccc2c(c1)N(C(=O)CCC(=O)N1CCC(C(N)=O)CC1)CCO2
 : 0	-12	14	10	2	0.0	6	-2
Cc1nnc2ccc(-c3cccc(NC(=O)c4ccc(Cl)nc4)c3)nn12
 : /	0	-24	12	-3	0.0	/	-6
CC1=CC(c2ccccc2)n2nc(NS(=O)(=O)c3ccc(C)cc3)nc2N1 (configuration not stated)
 : /	/	3	-6	/	/	-1	5
C[C@@H]1CN([C@@H](C)CO)C(=O)c2cc(NC(=O)Nc3ccc(F)cc3)ccc2O[C@H]1CN(C)S(=O)(=O)c1ccc(F)cc1
 : 0	-4	16	2	1	0.3	-1	-14
Cc1ccc(N2C(=NC(=O)c3ccccc3)SC3CS(=O)(=O)CC32)cc1 (configuration not stated)
 : 1	-9	-3	-8	0	0.2	1	/
CC(=O)c1ccc(-c2ccc([C@H]3[C@@H]4C=CCC[C@@]4(C)C(=O)N3Cc3ccccc3)c(F)c2)cc1
 : -6	-2	-26	32	-2	-0.1	-1	14
C[C@@H]1CCCCO[C@@H](CN(C)S(=O)(=O)c2ccccc2)[C@H](C)CN([C@@H](C)CO)C(=O)c2cc(NC(=O)Nc3cccc4ccccc34)ccc2O1
 : 2	-17	-10	0	-5	-0.1	2	/
COC(=O)[C@@]1(Sc2ccc(C)cc2)CC(=O)N(c2ccc3c(ccn3C)c2)[C@@H]1c1ccccc1
 : -1	-3	/	18	/	0.0	/	/
Cc1noc(C)c1S(=O)(=O)Nc1ccc2c(c1)C(=O)N([C@H](C)CO)C[C@@H](C)[C@H](CN(C)S(=O)(=O)c1cn(C)cn1)OCCCC[C@@H](C)O2
 : 2	-6	10	-14	2	-0.1	0	/
O=C(COC(=O)c1ccc(O)cc1)Nc1ccc(OC(F)F)cc1
 : -1	5	4	15	0	0.0	2	-6
CO[C@@H](CN(C)S(=O)(=O)c1ccc(F)cc1)[C@H](C)CN([C@H](C)CO)S(=O)(=O)c1cccc(Cl)c1
 : 5	10	-4	21	-1	0.0	-1	-28
Cc1ccc(P(=Nc2ccccc2)(N2CCOCC2)N2CCOCC2)o1
 : 0	4	-8	-24	0	/	1	9
C[C@@H]1CCCCO[C@H](CN(C)C(=O)c2ccncc2)[C@H](C)CN([C@@H](C)CO)C(=O)c2cc(NC(=O)C3CCCCC3)ccc2O1
 : 2	8	2	-12	-2	0.9	-2	-8
CC(=O)c1cc(-c2ccccc2)[nH]c1N1CCOCC1
 : -1	18	-15	6	0	/	1	12
O=C(C[C@@H]1C=C[C@H](NC(=O)c2ccc3c(c2)OCO3)[C@H](CO)O1)NCc1ccc(Oc2ccccc2)cc1
 : -3	-6	-5	10	-3	0.1	0	9
C[C@@H]1CN([C@H](C)CO)C(=O)c2cc(NC(=O)Nc3ccccc3)ccc2O[C@@H](C)CCCCO[C@@H]1CN(C)S(=O)(=O)c1ccccc1
 : -1	10	-3	12	2	0.0	-6	/
C[C@H]1CN([C@@H](C)CO)S(=O)(=O)c2ccc(-c3ccccc3)cc2O[C@H]1CN(C)Cc1cccnc1
 : /	/	11	2	/	-0.1	-2	-15
O=C(c1cccnc1)N(Cc1ccccc1)C(c1ccccc1)c1nc2ccccc2[nH]1 (configuration not stated)
 : 4	4	-18	-54	-1	-0.1	10	-1
CC1Sc2ccc(S(=O)(=O)CCC(=O)Nc3ccccn3)cc2NC1=O (configuration not stated)
 : -4	1	4	-4	-2	0.0	0	7
CC1=CC(c2ccccc2)n2nc(NC(=O)CCCC(=O)O)nc2N1 (configuration not stated)
 : -15	-12	-1	-1	-4	0.1	-3	-19
O=C(C[C@@H]1CC[C@@H](NC(=O)c2ccccn2)[C@H](CO)O1)NCc1cc(F)cc(F)c1
 : -3	6	10	10	-6	0.1	-3	5
CC(OC(=O)CNC(=O)c1cccc(F)c1)C(=O)NC1CCCCC1C (configuration not stated)
 : -3	3	/	6	5	0.0	0	-9
C[C@H](CO)N1C[C@H](C)[C@@H](CN(C)C(=O)Nc2ccc(F)cc2)Oc2cc(-c3cccc(C(=O)N(C)C)c3)ccc2S1(=O)=O
 : -3	7	1	10	-5	-0.5	1	2
CN1CCN(c2ccc(-c3cccc(NC(=O)COc4ccc(Cl)cc4)c3)nn2)CC1
 : -2	-5	-11	-34	-5	-0.1	-7	6

# Next section, overlapping the part above by 6 compounds.
# Codes – A = SIRT5 block; B = S100A4 MyoIIA; C = PGC1a acetyl inh; D = LGR2 inh; E = ERAP1 HTS inh; F = XiGFP reactiv; G = Cneo AK release; H = Statin myotox sup
mol: CC1Sc2ccc(S(=O)(=O)CCC(=O)Nc3ccccn3)cc2NC1=O (configuration not stated)
  A: -4; B: 1; C: 4; D: -4; E: -2; F: 0.0; G: 0; H: 7
mol: CC1=CC(c2ccccc2)n2nc(NC(=O)CCCC(=O)O)nc2N1 (configuration not stated)
  A: -15; B: -12; C: -1; D: -1; E: -4; F: 0.1; G: -3; H: -19
mol: O=C(C[C@@H]1CC[C@@H](NC(=O)c2ccccn2)[C@H](CO)O1)NCc1cc(F)cc(F)c1
  A: -3; B: 6; C: 10; D: 10; E: -6; F: 0.1; G: -3; H: 5
mol: CC(OC(=O)CNC(=O)c1cccc(F)c1)C(=O)NC1CCCCC1C (configuration not stated)
  A: -3; B: 3; C: /; D: 6; E: 5; F: 0.0; G: 0; H: -9
mol: C[C@H](CO)N1C[C@H](C)[C@@H](CN(C)C(=O)Nc2ccc(F)cc2)Oc2cc(-c3cccc(C(=O)N(C)C)c3)ccc2S1(=O)=O
  A: -3; B: 7; C: 1; D: 10; E: -5; F: -0.5; G: 1; H: 2
mol: CN1CCN(c2ccc(-c3cccc(NC(=O)COc4ccc(Cl)cc4)c3)nn2)CC1
  A: -2; B: -5; C: -11; D: -34; E: -5; F: -0.1; G: -7; H: 6
mol: CN1C(=O)c2ccc(C(=O)NCc3ccccn3)cc2C1=O
  A: -6; B: -1; C: 4; D: 1; E: -2; F: 0.0; G: -4; H: /
mol: CNC(=O)c1cnc(-c2ccccc2)nc1-c1ccccc1
  A: -1; B: -3; C: -2; D: -13; E: 0; F: 0.0; G: 0; H: -3
mol: CCN1[C@@H]2c3ccc(-c4cccc(F)c4)c(=O)n3C[C@H]1[C@H](CO)[C@H]2C(=O)N(C)C
  A: -9; B: 3; C: /; D: 12; E: -1; F: 0.7; G: -7; H: 10
mol: COc1ccc(CNC(=O)OCc2nccnc2C(=O)Nc2ccc(Br)cn2)cc1
  A: -1; B: 0; C: -14; D: 16; E: 2; F: 0.0; G: 7; H: -20
mol: CCC1COCCS(=O)(=O)N1Cc1ccc(Cl)cc1 (configuration not stated)
  A: -1; B: -4; C: -1; D: 27; E: 4; F: 0.2; G: 0; H: 10
mol: COc1cc(C=O)ccc1OCc1ccc(Cl)nc1
  A: -5; B: 0; C: 2; D: -72; E: -1; F: 0.4; G: 0; H: 9
mol: COc1cccc(NC(=O)CCS(=O)(=O)c2cc3c(cc2Cl)NC(=O)CO3)c1
  A: -5; B: -1; C: 3; D: 4; E: -4; F: 0.5; G: /; H: -7
mol: C[C@@H]1CN([C@H](C)CO)C(=O)c2ccccc2-c2ccccc2CO[C@H]1CN(C)S(=O)(=O)c1cn(C)cn1
  A: 0; B: 3; C: 5; D: 0; E: -1; F: 0.0; G: -2; H: /
mol: CC(=O)N1CCC(N(C(=O)Nc2c(F)cccc2F)C(C)C)CC1
  A: 0; B: 15; C: 4; D: 1; E: 7; F: 0.0; G: 0; H: -3
mol: CCOC(=O)C1CCN(C(=O)c2ccccc2NC(=O)c2ccc(Cl)cc2)CC1
  A: -5; B: 3; C: 8; D: 11; E: 1; F: 0.2; G: -1; H: 0
mol: CCCCn1c(N)c(N(CCOC)C(=O)CSc2nnc(-c3ccc(F)cc3)n2N)c(=O)[nH]c1=O
  A: 0; B: -3; C: -6; D: -7; E: -2; F: 0.0; G: 2; H: -3
mol: CC1CC(C)CN(C(=O)C(NS(=O)(=O)c2ccc3c(c2)oc(=O)n3C)C(C)C)C1 (configuration not stated)
  A: /; B: 1; C: -11; D: -9; E: /; F: 0.0; G: -2; H: 0
mol: COCCCNC(=O)CC1C(=O)N(Cc2ccccc2)C(C)c2nc3ccccc3n21 (configuration not stated)
  A: -1; B: -1; C: -2; D: 25; E: 2; F: -0.1; G: -3; H: -5
mol: CCOC(=O)N1CCN(C(=O)CSc2nnc3[nH]c(=O)c(C)c(C)n23)CC1
  A: 2; B: -3; C: 5; D: 5; E: 3; F: 0.0; G: -2; H: 10
mol: C[C@H](CO)N1C[C@H](C)[C@@H](CN(C)S(=O)(=O)c2ccccc2)Oc2c(NS(=O)(=O)c3cn(C)cn3)cccc2C1=O
  A: 1; B: 7; C: 10; D: /; E: 2; F: 0.3; G: /; H: /
mol: CC1(C)CC(=O)C=C(C#CC2CC2)C1
  A: -3; B: -6; C: /; D: -8; E: -7; F: -0.1; G: /; H: /
mol: COc1ccc(NS(=O)(=O)c2cccc(NC(=O)CCC(=O)c3cccs3)c2)cc1
  A: 1; B: 0; C: /; D: 5; E: -1; F: -0.1; G: /; H: /
mol: CCCC(=O)Nc1ccc2c(c1)C(=O)N(C)C[C@H](OC)[C@H](C)CN(C(=O)CN(C)C)[C@@H](C)CO2
  A: -4; B: 0; C: 1; D: -5; E: -1; F: -0.1; G: -1; H: 4
mol: COCCNC(=O)C1(C)Cc2c(-c3cccc(C(N)=O)c3)ccnc2O1 (configuration not stated)
  A: 0; B: 6; C: -4; D: -5; E: 5; F: 0.0; G: 7; H: 4
mol: O=C(O)c1ccc2c(c1)C(=O)N(c1ccccc1-c1ccccc1)C2=O
  A: 1; B: 1; C: 14; D: /; E: 5; F: 0.0; G: -1; H: -8
mol: CCOC(=O)c1ccc(S(=O)(=O)N2CCN(Cc3cc4c(cc3O)OCO4)CC2)cc1
  A: 0; B: -3; C: -1; D: -1; E: 2; F: 1.9; G: 0; H: 0

# Screening results as filed in PubChem.
